V-ATPase pHluor = alters yeast V-ATPase proton transport; S. cerevisiae, pHLuorin cytosolic pH fluorescence; response, % at 10 µM; 350,000 compounds, 0.37% hits; in the data active = response mostly above about 7.3%, no sharp cut-off; inactive = mostly below about 5.4%; also: actives read high; inactives centre near 0; some compounds called inactive have numbers as strong as hits; reference of the scale not given here
HTR5A inv ctr = HTR5A inverse agonism, opioid heterodimer counter-screen. P47898. HTR5A cell line, luminescence. inhibition, % at 9.3 µM. 340,000 compounds, 0.083% hits. AID 504634; in the data active = inhibition mostly above about 23%, no sharp cut-off; inactive = mostly below about 18%;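 also: 0% = cells with DMSO and 100% = no-cell wells with DMSO; some compounds called inactive have numbers as strong as hits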
HTR5A ag = counter-screen for OPRM1-OPRD1 agonists: human HTR5A agonism | HTR5A agonist assay, luminescence, cell-based | activation, % at 9.3 µM | 340,000 compounds, 0.61% hits | P47898 | AID 504692; in the data active = activation mostly above about 9.5%, no sharp cut-off; inactive = mostly below about 7.6%;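 also: 0% = cells with vehicle only and 100% = reference agonist; strong numbers were not always called active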
PKA-R2B activ = PKA-R2B complex activation | P22694+P31323 | PKA-R2B holoenzyme dissociation, Cy5-IP20 fluorescence polarization; R2B truncated from residue 108, S112A mutant; 0% DMSO only, 100% 113 µM cGMP | activation, % at 11.4 µM | 340,000 compounds, 0.079% hits | AID 504700;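 active = activation above a cutoff set at the mean over all compounds plus 3 SD, cut at about 18% in these data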;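 also: higher means more holoenzyme dissociation and a rise in polarization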
Target sequence (P31323 whole entry, looked up, other chains not shown, the tested form may be a part): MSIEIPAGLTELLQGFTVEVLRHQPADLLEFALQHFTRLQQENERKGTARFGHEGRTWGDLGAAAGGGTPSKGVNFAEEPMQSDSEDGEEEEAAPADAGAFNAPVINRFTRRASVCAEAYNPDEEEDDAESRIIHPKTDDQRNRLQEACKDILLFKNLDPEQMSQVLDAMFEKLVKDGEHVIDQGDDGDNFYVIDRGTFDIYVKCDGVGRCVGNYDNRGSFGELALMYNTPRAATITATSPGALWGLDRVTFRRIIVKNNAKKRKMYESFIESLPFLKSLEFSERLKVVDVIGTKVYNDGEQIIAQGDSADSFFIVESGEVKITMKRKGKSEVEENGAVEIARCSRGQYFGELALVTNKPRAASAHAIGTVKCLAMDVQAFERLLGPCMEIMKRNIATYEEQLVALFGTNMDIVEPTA
PKA-R1A activ = PKA-R1A complex activation; 340,000 compounds, 0.083% hits; PKA-R1A dissociation, Cy5-IP20 fluorescence polarization; scaled: DMSO 0%, 113 µM cGMP 100%; activation, % at 11.4 µM;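 active = percent activation above the mean of all tested compounds plus 3 SD, cut at about 19% in these data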;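 also: higher means more PKAc released from R1A so a rise in polarization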
OPRM1-OPRD1 ag = OPRM1-OPRD1 heterodimerization agonism. activation, % at 9.3 µM. 340,000 compounds, 0.3% hits. cells, luminescence. P35372+P41143; in the data active = activation above about 18%;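 also: 0% = vehicle-treated cells and 100% = reference agonist; values of inactives mirror those of a sister screen read the other way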
DAGLB inh = diacylglycerol lipase beta (human) inhibition; Q8NCG7; HEK293T DAGLB membrane lysate, EnzChek fluorogenic substrate; inhibition, % at 5.17 µM; 340,000 compounds, 0.059% hits; in the data active = inhibition above about 34%;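 also: 0% = enzyme with vehicle and 100% = wells lacking enzyme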
DSG3 Ab inh = human desmoglein-3 autoantibody binding inhibition. binding (percent of control), % at 10 µM. DSG3-coupled beads, scFv-anti-DSG3-GFP binding, flow cytometry; stronger effect = lower value. AID 588358. 310,000 compounds, 0.48% hits;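 active = binding more than 3 SD below its plate's average and above zero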;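 also: hits lower antibody fragment binding to DSG3; some compounds called inactive have numbers as strong as hits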
OPRM1-OPRD1 inv = mu-delta opioid heterodimer inverse agonism; cell-based MOR-DOR heterodimer luminescence; P35372+P41143; 340,000 compounds, 0.21% hits; inhibition, % at 9.3 µM; in the data active = inhibition above about 22%, passing the limit was not always enough;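 also: 0% = cells with DMSO and 100% = wells without cells with DMSO; values of inactives mirror those of a sister screen read the other way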
Arrestin-AP2 inh = blocks beta-arrestin peptide binding to AP2 adaptin. FITC-arrestin peptide / GST-AP2 beads, flow cytometry; AP2 beta2 appendage carries R879A mutation. inhibition, % at 10 µM. 340,000 compounds, 0.31% hits. AID 504490;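 active = inhibition above a set limit, near 3 SD of compounds lacking own fluorescence, cut at about 54% in these data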;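 also: plate controls were DMSO wells for no effect and 5 µM unlabelled arrestin peptide for full effect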
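System: GST-AP2 R879A glutathione beads; medium: PBS, Tween 20 0.05%, BSA 0.1%; reagent: fluorescein-tagged arrestin peptide at 50 nM final; schedule: pre-incubation 12 min, peptide binding 1 h, room temperature; detection: flow cytometry, FL1 (488/535 nm); read-out: inhibition as reduced fluorescein signal on beads, percent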
The depositor's hits bear a star; . = no result given.

Second line of a record: V-ATPase pHluor	HTR5A inv ctr	HTR5A ag	PKA-R2B activ	PKA-R1A activ	OPRM1-OPRD1 ag	DAGLB inh	DSG3 Ab inh	OPRM1-OPRD1 inv	Arrestin-AP2 inh
(1) Cc1[nH]c2ccccc2c1C(=O)CSC(=S)N(C)C
    2	-2	3	3	-11	-4.8	-1	83	24	-4
(2) Cc1nn(-c2ccccc2)c(C)c1/C=N/NC(=O)CSc1nc2ccccc2c(=O)n1-c1ccc(Br)cc1
    -1	-36	9	7	11	0.7	1	82	-4	4
(3) CCC(CC)NCc1ccc2c(c1)c1ccccc1n2CC
    0	-27	6	-4	-1	2.3	0	107	-12	1
(4) Cc1nn(CC(=O)NC2CCCCC2)c(C)c1[N+](=O)[O-]
    -3	.	.	-16	-7	.	-3	112	.	.
(5) CCOc1ccc(NC(=O)CSc2nc(N)c(-c3ccccc3)c(=O)[nH]2)cc1
    1	7	-3	0	-1	-2.6	1	99	15	8
(6) Cc1nnc(-c2cnn(-c3ccccc3)c2N)n1Cc1ccncc1
    0	0	0	-9	1	-3.0	-1	101	15	4
(7) CCCOc1ccc(-c2cnc(SCC(N)=O)nc2N)cc1
    1	2	8	10	5	0.1	-2	114	0	8
(8) COc1ccc(CNC(=O)C(NS(=O)(=O)c2cccc3nsnc23)C(C)C)cc1 (stereo not drawn)
    -3	12	1	-1	-7	-0.3	2	94	2	6
(9) O=c1c2oc3ccccc3c2[nH]c(=S)n1-c1ccccc1
    -1	-12	4	-1	-17	-0.5	-2	104	3	-13
(10) O=C(NNc1ccccc1[N+](=O)[O-])Nc1ccc(F)cc1F
    -2	0	-1	-7	6	-0.2	-1	94	1	19
(11) CCOc1ncccc1C(=O)Nc1nnc(C(CC)CC)s1
    -2	17	-6	9	7	-2.2	-3	98	10	22
(12) O=C(CN1CCN(c2cccc(Cl)c2)CC1)Nc1ccc(S(=O)(=O)N2CCOCC2)cc1
    0	-19	5	8	0	0.7	-1	.	-4	6
(13) CCCCn1c(=S)[nH]c2ncccc2c1=O
    2	11	-1	2	0	-1.2	0	99	8	0
(14) O=C(CSc1nnc(COc2ccccc2)o1)Nc1nccs1
    0	-3	1	5	2	-1.4	2	102	7	-2
(15) COc1cc(COCC(O)CN2CCCCC2C)cc(OC)c1OC (stereo not drawn)
    3	-14	4	-1	-11	-2.8	0	99	16	-1

Other compounds follow:
Second line of a record: V-ATPase pHluor	HTR5A inv ctr	HTR5A ag	PKA-R2B activ	PKA-R1A activ	OPRM1-OPRD1 ag	DAGLB inh	DSG3 Ab inh	OPRM1-OPRD1 inv	Arrestin-AP2 inh
(16) O=C(Cn1cncn1)N/N=C/c1cccc2ccccc12
    -3	-5	-4	-1	-1	-2.7	-4	103	14	2
(17) Cc1ccccc1NC(=O)Cc1nnc(SCC(=O)N2CCOCC2)n1C
    -1	-17	8	-7	-11	-2.0	0	.	11	-3
(18) Cc1ccc(F)cc1NC(=O)C1CCCN(c2ncccn2)C1 (stereo not drawn)
    8	8	2	-1	-1	-2.0	1	98	11	37
(19) C=CCn1c(CNC(=O)c2cccs2)n[nH]c1=S
    0	25	0	0	-4	1.1	1	97	-6	7
(20) O=C(O)c1n[nH]c2c1CCCC2
    -1	-8	-2	-3	-3	-2.7	-1	110	16	8
(21) CCOC1(NC(=O)c2ccccc2)C(C)=CC(=O)C=C1C
    0	4	-1	-5	8	-3.2	-1	101	19	-14
(22) COC(=O)c1ccccc1NC(=O)COC(=O)CSc1nnc(N)s1
    -4	-16	1	-3	-6	-2.3	1	101	12	-7

Records 9–22, reprinted for reference:
Second line of a record: V-ATPase pHluor	HTR5A inv ctr	HTR5A ag	PKA-R2B activ	PKA-R1A activ	OPRM1-OPRD1 ag	DAGLB inh	DSG3 Ab inh	OPRM1-OPRD1 inv	Arrestin-AP2 inh
(9) O=c1c2oc3ccccc3c2[nH]c(=S)n1-c1ccccc1
    -1	-12	4	-1	-17	-0.5	-2	104	3	-13
(10) O=C(NNc1ccccc1[N+](=O)[O-])Nc1ccc(F)cc1F
    -2	0	-1	-7	6	-0.2	-1	94	1	19
(11) CCOc1ncccc1C(=O)Nc1nnc(C(CC)CC)s1
    -2	17	-6	9	7	-2.2	-3	98	10	22
(12) O=C(CN1CCN(c2cccc(Cl)c2)CC1)Nc1ccc(S(=O)(=O)N2CCOCC2)cc1
    0	-19	5	8	0	0.7	-1	.	-4	6
(13) CCCCn1c(=S)[nH]c2ncccc2c1=O
    2	11	-1	2	0	-1.2	0	99	8	0
(14) O=C(CSc1nnc(COc2ccccc2)o1)Nc1nccs1
    0	-3	1	5	2	-1.4	2	102	7	-2
(15) COc1cc(COCC(O)CN2CCCCC2C)cc(OC)c1OC (stereo not drawn)
    3	-14	4	-1	-11	-2.8	0	99	16	-1
(16) O=C(Cn1cncn1)N/N=C/c1cccc2ccccc12
    -3	-5	-4	-1	-1	-2.7	-4	103	14	2
(17) Cc1ccccc1NC(=O)Cc1nnc(SCC(=O)N2CCOCC2)n1C
    -1	-17	8	-7	-11	-2.0	0	.	11	-3
(18) Cc1ccc(F)cc1NC(=O)C1CCCN(c2ncccn2)C1 (stereo not drawn)
    8	8	2	-1	-1	-2.0	1	98	11	37
(19) C=CCn1c(CNC(=O)c2cccs2)n[nH]c1=S
    0	25	0	0	-4	1.1	1	97	-6	7
(20) O=C(O)c1n[nH]c2c1CCCC2
    -1	-8	-2	-3	-3	-2.7	-1	110	16	8
(21) CCOC1(NC(=O)c2ccccc2)C(C)=CC(=O)C=C1C
    0	4	-1	-5	8	-3.2	-1	101	19	-14
(22) COC(=O)c1ccccc1NC(=O)COC(=O)CSc1nnc(N)s1
    -4	-16	1	-3	-6	-2.3	1	101	12	-7
